GAA glycogen: alters human alpha-glucosidase cleavage of glycogen | recombinant GAA, glycogen substrate, Amplex Red glucose oxidase fluorescence | 0.38% of 300,000 active | Potency, µM (doses to about 76.4 µM), for the others: at the highest dose activity change, negative = inhibition, hits mostly inhibitors | P10253;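 also: 0% = full enzyme reaction and -100% = no-enzyme basal signal; the screen sought inhibitors and activators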
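Natural-substrate format: glycogen cleavage by 4 nM human enzyme, glucose read by Amplex Red coupling (Ex 573, Em 610 nm). Normalized to enzyme and no-enzyme controls.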
TR SRC2 fluor cs: counter-screen for TRb-SRC2 inhibitors: fluorescence interference. TRb/SRC2 Texas Red total fluorescence interference. Potency, µM (highest dose often 106 µM), for inactives: at the top dose fluorescence change, negative = quenching. 0.29% of 280,000 active. AID 1479; active = well fitted curve in either direction with a large enough effect; inconclusive = small, poorly fitted or top-dose-only effect
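Flags fluorescent or light-absorbing compounds by total fluorescence, S + 2P, at 555 nm excitation and 632 nm emission. Mixture: 20 nM Texas Red SRC2 peptide, 0.6 uM human TRb LBD, 1 uM T3, 5% DMSO; compound exposure 5 h at ambient temperature.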
TRb SRC2 PPI: TRbeta-SRC2 interaction inhibition. P10828. TRbeta-SRC2 peptide binding, fluorescence polarization; receptor liganded with 1 µM T3. Potency, µM (titrated, usually from 106 µM), for inactives: at the top dose activity change, negative = inhibition, hits mostly inhibitors. 0.065% of 280,000 active. AID 1469;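 also: plate controls were bound peptide for no effect and peptide without receptor for full effect; nearly all actives have a fitted effect of over 50% in size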
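Compounds were added to 0.6 uM TRb ligand-binding domain and 20 nM Texas Red-labeled SRC2 peptide in Tris buffer containing 1 uM T3, incubated 5 hr at ambient temperature, then read by fluorescence polarization.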
GAA inhib: inhibitors of human lysosomal alpha-glucosidase; P10253; purified human GAA, 4-MU-alpha-glucoside fluorescence; 0.005% of 200,000 active; Potency, µM (highest dose often 76.9 µM), for inactives: top-dose activity change, negative = inhibition, actives largely listed as inhibitors;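 also: plate controls were uninhibited enzyme wells for no effect and no-enzyme background for full effect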
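Human alpha-glucosidase, 4 nM, pre-mixed with test compounds before 400 uM 4-methylumbelliferyl substrate; 20 min room temperature at pH 5.0. Fluorescence read after pH 10 stop; AC50 values from Hill-equation fits.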
RECQ1 helicase: RECQ1 (human) helicase inhibition; P46063; RECQ1 DNA unwinding, red fluorescence kinetic read; Potency, µM (doses to about 57.3 µM), for the others: at the top dose activity, negative = inhibition, usual class: inhibitors; 0.54% of 240,000 active; AID 2549;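 also: plate controls were vehicle for no effect and no enzyme for full effect; nearly all actives have a fitted effect of over 30% in size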
Target sequence (P46063 whole entry, looked up): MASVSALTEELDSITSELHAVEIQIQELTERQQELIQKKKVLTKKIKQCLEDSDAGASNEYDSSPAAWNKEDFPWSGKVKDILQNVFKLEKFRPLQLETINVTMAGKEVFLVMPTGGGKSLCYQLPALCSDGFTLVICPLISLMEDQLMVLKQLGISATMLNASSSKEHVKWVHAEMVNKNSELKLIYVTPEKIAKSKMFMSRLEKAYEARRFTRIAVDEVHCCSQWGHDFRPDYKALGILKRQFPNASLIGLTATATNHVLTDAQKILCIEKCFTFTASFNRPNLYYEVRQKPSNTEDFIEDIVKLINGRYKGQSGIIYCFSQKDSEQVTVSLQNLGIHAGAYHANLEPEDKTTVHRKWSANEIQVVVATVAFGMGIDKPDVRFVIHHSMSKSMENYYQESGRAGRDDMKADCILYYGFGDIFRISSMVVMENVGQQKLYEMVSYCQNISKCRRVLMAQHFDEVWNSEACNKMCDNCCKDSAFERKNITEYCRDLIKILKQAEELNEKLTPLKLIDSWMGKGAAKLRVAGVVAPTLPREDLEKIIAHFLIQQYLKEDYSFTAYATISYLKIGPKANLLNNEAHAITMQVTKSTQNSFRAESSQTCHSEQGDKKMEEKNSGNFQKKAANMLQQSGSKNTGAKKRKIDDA
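RECQ1T1 50 nM; forked duplex (20 bp + 30-nt ss tails) 200 nM, ATP 2 mM final; pH 8.0, 2 mM MgCl2, 2.5 ug/ml poly(dI-dC); 15 min compound preincubation; discontinuous kinetic read over 2 h at RT.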
GoLoco inh red: inhibitors of human Gai1-RGS12 GoLoco interaction (red fluorophore); Gai1:RGS12 GoLoco peptide FP, rhodamine, 10 min; Potency, µM (titrated, usually from 61.6 µM), without a hit: at the highest dose activity, negative = inhibition, hits mostly inhibitors; 0.44% of 230,000 active; AID 880; active = well fitted inhibition curve with a large enough effect, not every such curve was filed as active; inactive = no such curve, though single readings can be large or run the other way; also: nearly all actives have a fitted effect of over 30% in size; many of its hits are not listed in these tables
Target sequence (P63096 whole entry, looked up): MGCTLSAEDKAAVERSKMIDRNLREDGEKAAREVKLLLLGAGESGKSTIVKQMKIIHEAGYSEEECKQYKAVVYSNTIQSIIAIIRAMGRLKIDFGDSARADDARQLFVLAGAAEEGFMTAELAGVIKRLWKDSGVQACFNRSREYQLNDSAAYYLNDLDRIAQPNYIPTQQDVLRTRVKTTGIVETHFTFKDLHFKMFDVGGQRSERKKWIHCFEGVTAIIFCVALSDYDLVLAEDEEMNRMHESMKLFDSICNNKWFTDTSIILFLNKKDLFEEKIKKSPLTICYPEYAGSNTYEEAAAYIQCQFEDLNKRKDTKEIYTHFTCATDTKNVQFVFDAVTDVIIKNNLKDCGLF
aGlu spleen mod: inhibits or activates alpha-glucosidase in human spleen homogenate; P10253; human spleen homogenate, 4-MU-alpha-glucoside fluorescence; Potency, µM (titrated, usually from 79.9 µM), without a hit: at the top dose activity change, negative = inhibition, usual class: inhibitors; 0.006% of 240,000 active;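 also: 0% = enzyme with vehicle and -100% = no enzyme basal signal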
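Enzyme source: human spleen homogenate, 1 ug/well. Buffer 50 mM citric acid/K phosphate pH 5.0, 0.01% Tween-20. 4-MU-alpha-glucoside 1 mM; 37 C x 40 min; NaOH/glycine stop; fluorescence.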
L3MBTL1 inh: blocks human L3MBTL1 | 0.66% of 230,000 active | Q9Y468 | AID 485360 | AlphaScreen L3MBTL1–H3K9me1 peptide binding | Potency, µM (titrated, usually from 57.1 µM), for inactives: at the top dose activity, negative = inhibition, hits mostly inhibitors; also: nearly all actives have a fitted effect of over 60% in size
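Read-out is AlphaScreen signal from streptavidin donor and nickel chelate acceptor beads (10 ug/mL final each) bridging L3MBTL1 (50 nM) and biotinylated K9-monomethylated H3(1-15) peptide (75 nM), after 30 min compound exposure at room temperature.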
Active calls of the source: *; i = inactive; u = inconclusive; x = not tested or not shown; & = joins results of further samples; [ ] = another dose, or the depositor's remark. Unless noted, calls follow the shape of the dose curve; as a rule, active = well fitted curve in the direction sought with a large enough effect; inconclusive = small, poorly fitted or top-dose-only effect, or another doubt; inactive = no such curve, though single readings can be large; an effect the other way counts as inactive or inconclusive. Unless noted, % is scaled to controls: 0 for no effect and ±100 for the full control effect; potency is read from the fitted curve at half-maximal effect. These rows are one share of the data; count on the stated rates, not on these rows.

mol	GAA glycogen	TR SRC2 fluor cs	TRb SRC2 PPI	GAA inhib	RECQ1 helicase	GoLoco inh red	aGlu spleen mod	L3MBTL1 inh
Cc1ccc(NC(=O)CC2SC(=O)N(c3ccccc3)C2=O)cc1 (stereo unspecified)	u	-3%	4%	1%	-4%	-5%	-18%	1%
Cc1cc(C(=O)N/N=C/c2cc([N+](=O)[O-])cc(C)c2O)n[nH]1	8%	-2%	1%	-13%	-2%	117%[activator]	-2%	22µM*
Cc1cn2nc(N)c3ccccc3c2n1	3%	-1%	7%	-6%	-1%	53%[activator]	3%	-15%
CCC(CC)C(=O)Nc1c(C)n(C)n(-c2ccccc2)c1=O	4%	-1%	-2%	-2%	-14%	1%	-2%	x
CN(C)Cc1ccccc1-c1cc(-n2ccnc2)ncn1	x	-4%	2%	x	-4%	-7%	6%	x
COc1ccccc1C(=O)Nc1ccc(-c2nnc(SCC(=O)O)n2C)cc1	2%	-5%	-7%	-3%	i	13%	-4%	x
CNC(=S)NNC(=O)Cc1ccc(OC)c(OC)c1	-12%	-4%	1%	u	2%	12%	-4%	3%
Cc1ccc(NC(=O)COC(=O)C2CCC(=O)N2)c(S(=O)(=O)N2CCOCC2)c1 (stereo unspecified)	-2%	1%	-3%	6%	12%	18%	-13%	x
COC(=O)[C@@H]1C(c2ccccc2)(c2ccccc2)[C@@]1(C)C(=O)OC	-2%	-1%	-3%	4%	0%	-8%	-8%	9%
Cc1csc2nc3cc(C(N)=O)ccc3c(=O)n12	8%	-3%	-4%	x	i	3%	29%	x
Cc1ccc(CSc2nc3ccccc3cc2C=O)cc1	-16%	1%	-10%	1%	0%	0%	3%	3%
Cc1cc(NC(=O)/C=C/c2ccco2)ccc1NC(=O)c1ccccc1	3%	-4%	15%	8%	-7%	170%[activator]	2%	-17%
O=C(CCSCc1ccc(Cl)cc1)NCCC1=CCCCC1	-5%	3%	-4%	1%	-2%	-5%	-2%	10%
Cc1ccc(CNC(=O)C2C3C=CC4(CN(Cc5cccnc5)C(=O)C24)O3)cc1 (stereo unspecified)	-6%	-1%	5%	-3%	-15%	2%	-5%	x
CC(=O)Nc1ccc(NC(=O)C/C(C)=N/NC(=O)C(=O)Nc2ccc(C)c(Cl)c2)cc1	-26%	-2%	1%	x	-1%	8%	-8%	x
CC1=NN(C(=O)c2ccc(Br)cc2)C(O)(c2ccccc2)C1 (stereo unspecified)	u	-3%	-3%	-6%	-16%	22%	-9%	-17%
Cc1nc2ccccc2c(=O)n1NC(=O)C1CCC(C(C)(C)C)CC1 (stereo unspecified)	6%	-1%	4%	-2%	-4%	-9%	4%	x
COc1ccc(C(=O)CSc2nnc(-c3ccc(S(=O)(=O)N4CCOCC4)cc3)o2)cc1	2%	3%	4%	-4%	8%	-2%	-8%	2%
O=C1C(Nc2ccccc2)=C/C(=N/S(=O)(=O)c2cccs2)c2ccccc21	0%	-5%	-19%	0%	-10%	19%	-2%	6.3µM*
CCC(C(=O)O/N=C(\N)c1ccc(Cl)cc1)c1ccccc1 (stereo unspecified)	-2%	1%	5%	3%	-6%	0%	-5%	x
Cc1ccc2cc3c(NC(=O)CC(C)C)nn(C)c3nc2c1	-1%	-1%	-15%	-1%	4%	8%	-8%	11%
CCOC(=O)c1[nH]c2ccc(F)cc2c1NC(=O)Nc1ccccc1OC	-1%	1%	-12%	-1%	-17%	8%	-2%	4%
CCc1nc(SCC(=O)Nc2c(C)nn(C)c2C)c2cnn(-c3ccccc3)c2n1	1%	0%	0%	9%	-11%	3%	-7%	5%
CC(C)Oc1ccc(C(=O)Nc2cc(=O)n(C)c(=O)n2C)cc1	1%	-1%	-2%	-14%	-4%	7%	-6%	x
CS(=O)(=O)c1ccccc1C(=O)NC1CCCc2ccccc21 (stereo unspecified)	2%	-1%	4%	0%	i	8%	9%	4%
O=[N+]([O-])c1cc(Cl)ccc1N1CCCC1	7%	-2%	0%	10%	-5%	10%	3%	u
CC(C)(C)C1CCc2c(C(=O)NNC(=O)CCC(=O)O)csc2C1 (stereo unspecified)	4%	-2%	-2%	1%	-1%	-12%	4%	7%
CC(C)(C)NS(=O)(=O)c1ccc(NC(=O)NC2CCCCC2)cc1	9%	-2%	-13%	13%	-4%	7%	-9%	1%
Cc1ccc(NC(=O)C2CC=CCC2C(=O)N2CCCCC2)cc1 (stereo unspecified)	2%	0%	8%	3%	8%	2%	8%	26%
CNc1oc(-c2cccs2)nc1S(=O)(=O)c1ccccc1	-15%	1%	-1%	10%	i	9%	1%	-3%
COc1ccc(N2C(=O)CC(N3CCN(C(=O)c4ccco4)CC3)C2=O)cc1 (stereo unspecified)	-1%	-2%	1%	5%	i	10%	-17%	1%
CCC(=O)N=c1sc2c(C)cc(C)cc2n1CC(=O)OC	3%	1%	12%	2%	0%	-4%	2%	x
CCOC(=O)c1ccc(NC(=S)NN2CCN(C)CC2)cc1	-3%	-6%	-6%	13%	-8%	14%	2%	-7%
S=C(Nc1ccccc1Oc1ccccc1)NC1CCCC1	-7%	3%	-9%	-1%	i	10%	3%	-8%
CCOc1ccccc1NC(=O)c1c(NC(=O)CNCc2ccco2)sc2c1CCC2	-7%	-1%	4%	-1%	-2%	0%	1%	3%
Cc1cc(C)n(-c2nc3c(c(=O)[nH]c(=O)n3C)n2CC(O)COc2ccc(Cl)cc2Cl)n1 (stereo unspecified)	0%	0%	-4%	-9%	-2%	2%	2%	-5%
O=C(COC(=O)C1=COCCO1)Nc1ccc(Oc2ccccc2)cc1	-1%	0%	5%	-2%	i	0%	0%	x
Cc1noc(C)c1-c1nccc(N2CCNCC2)n1	x	-2%	0%	x	-7%	2%	3%	x
COc1ccc2c(C)cc(SCn3nnc4ccccc4c3=O)nc2c1	4%	-2%	7%	-4%	-5%	38%[activator]	0%	6%
O=C(NCc1cccnc1)c1cnc2ccccc2n1	4%	-2%	6%	-4%	-3%	1%	-7%	6%
CCCCC/C=C\C/C=C\C/C=C\CCCCCCC(=O)O	x	1%&-2%	-5%&1%	x	0%	9%&-2%	-1%&3%	x
Cc1cccc(-n2ncc3c(NCc4cccs4)ncnc32)c1	-15%	-2%	-2%	-5%	-11%	-3%	-2%	8%
CC1CC(C)CN(C(=O)CSc2ccsc2[N+](=O)[O-])C1 (stereo unspecified)	10%	-1%	-5%	-10%	i	3%	-8%	x
CNC(=S)NCc1ccc2[nH]c3c(c2c1)CCCC3	4%	0%	7%	3%	i	6%	1%	-7%
Cc1ccc(/C=N/NC(=O)CNC(=O)c2cccs2)o1	-9%	-1%	-9%	-10%	0%	-2%	x	22%
O=C(Nc1ccc(F)c([N+](=O)[O-])c1)c1ccc2c(c1)C(=O)OC2=O	10%	-2%	2%	-6%	i	-4%	2%	-8%
COc1ccc(C)cc1-n1nnnc1SCC(=O)NNC(=O)c1ccc([N+](=O)[O-])cc1	13%	-1%	-3%	-7%	4%	-4%	2%	-7%
CC(C(=O)O)N1C(=O)C2C3CC(C2C1=O)C1C(c2ccccc2)c2sc(=O)[nH]c2SC31 (stereo unspecified)	u	-2%	-1%	6%	3%	-6%	-2%	-15%
COc1cc(/C=C/C(=O)O)cc(S(=O)(=O)Nc2ccc3nc(SC)sc3c2)c1OC	0%	-3%	-1%	-3%	-1%	14%	4%	-1%
COc1ccc(CNC(=O)c2ccc(-c3ccccc3)cc2)cc1	-2%	3%	4%	-5%	2%	5%	3%	0%
C#CC(C)(C)NC(=O)c1ccc(-c2ccccc2F)cc1	6%	-1%	-5%	x	-8%	1%	1%	7%
Cn1nnnc1P(=O)(c1ccccc1)c1ccccc1	2%	-1%	-1%	3%	-6%	3%	3%	-7%
Nc1c(S(=O)(=O)c2cccc(Cl)c2)c2nc3ccccc3nc2n1/N=C/c1ccc(O)c(O)c1	u	-19%	18%	-10%	u	12%	-3%	-4%
Cc1cc(Nc2ccccc2)nc2cc(O)ccc12	-1%	-1%	6%	1%	-3%	-9%	1%	-3%
O=C(NCc1ccccc1)[C@]1(C(F)(F)F)C[C@H](CCc2ccccc2)CCCO1	x	-1%	3%	x	-6%	x	-3%	x
COc1ccc(S(=O)(=O)Nc2ccc3c(c2)OCO3)cc1C	-2%	1%	0%	-1%	-14%	-14%	2%	x
CN(CCC#N)C(=O)CSc1nc2scc(-c3ccccc3)c2c(=O)[nH]1	10%	0%	-3%	-2%	-10%	19%	-7%	6%

4 of the compounds above, with two lines to a compound:
Second line of a record – GAA glycogen	TR SRC2 fluor cs	TRb SRC2 PPI	GAA inhib	RECQ1 helicase	GoLoco inh red	aGlu spleen mod	L3MBTL1 inh
> Cc1cc(Nc2ccccc2)nc2cc(O)ccc12
 : -1%	-1%	6%	1%	-3%	-9%	1%	-3%
> O=C(NCc1ccccc1)[C@]1(C(F)(F)F)C[C@H](CCc2ccccc2)CCCO1
 : x	-1%	3%	x	-6%	x	-3%	x
> COc1ccc(S(=O)(=O)Nc2ccc3c(c2)OCO3)cc1C
 : -2%	1%	0%	-1%	-14%	-14%	2%	x
> CN(CCC#N)C(=O)CSc1nc2scc(-c3ccccc3)c2c(=O)[nH]1
 : 10%	0%	-3%	-2%	-10%	19%	-7%	6%
